Assay outcomes: PubChem BioAssay, several laboratories
M. tuberculosis GlmU = inhibition of mycobacterial GlmU enzyme – biochemical, glucosamine-1-phosphate acetyltransferase (AID 1376). M. tuberculosis GlmU acetyltransferase enzyme assay; higher % means a stronger effect. Bifunctional protein GlmU (Mycobacterium tuberculosis (strain ATCC 25618 / H37Rv)). 220,000 compounds, 0.25% hits. inhibition, %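 (tested at 30 µM in the primary screen)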, or IC50 in µM where a hit was titrated; in the data active = inhibition above about 13%;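 note: 0% = complete reaction with vehicle and 100% = reaction without substrate; strong numbers were not always called active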
Mtb RmlCD inh = M. tuberculosis RmlC/RmlD coupled enzyme inhibitors, primary screen, biochemical, compound mixtures, 384-well, from 1536-well plates; dTDP-4-dehydrorhamnose reductase (Mycobacterium tuberculosis (strain ATCC 25618 / H37Rv)) …; RmlC+RmlD coupled enzyme assay, percent inhibition; primary screen in compound mixtures; inhibition, % at 3.6 µM; 160,000 compounds, 0.03% hits; AID 1533, 2009; in the data active = inhibition mostly above about 34%, no sharp cut-off; note: some results filed as inactive read as strong as hits
Target sequence (P9WH09 whole entry, looked up): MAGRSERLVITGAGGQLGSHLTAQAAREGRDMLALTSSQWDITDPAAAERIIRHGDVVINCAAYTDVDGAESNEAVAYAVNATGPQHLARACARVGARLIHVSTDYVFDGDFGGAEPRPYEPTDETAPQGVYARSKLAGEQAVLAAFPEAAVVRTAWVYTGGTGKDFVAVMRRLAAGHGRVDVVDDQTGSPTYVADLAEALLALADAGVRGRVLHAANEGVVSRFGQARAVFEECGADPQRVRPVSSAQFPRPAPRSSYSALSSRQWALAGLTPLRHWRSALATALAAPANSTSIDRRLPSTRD
Target sequence (P9WH11 whole entry, looked up): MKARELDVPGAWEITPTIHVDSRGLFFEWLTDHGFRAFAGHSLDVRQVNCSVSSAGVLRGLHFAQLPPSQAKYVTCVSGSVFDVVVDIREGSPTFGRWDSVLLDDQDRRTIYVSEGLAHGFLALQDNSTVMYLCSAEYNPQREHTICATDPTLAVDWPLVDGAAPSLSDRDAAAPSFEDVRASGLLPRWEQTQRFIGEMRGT
* = called active by the depositor; . = no result given. An excerpt; rates above refer to the full screens.

Compound	M. tuberculosis GlmU	Mtb RmlCD inh
COc1ccc(CCNc2nc(-c3sc(N)nc3C)cs2)cc1OC	0.1%	2.8
CC(C)Oc1ccccc1/C=N/Nc1ccccc1[N+](=O)[O-]	-6.1%	.
CC(=O)c1cnc(SCCN2C(=O)c3ccccc3C2=O)nc1C	1.4%	1.3
O=C(CN(CCc1ccccc1)C(=O)CNS(=O)(=O)c1ccc(F)cc1)NCc1ccco1	-0.1%	.
COc1cccc(/C=N/NC(=O)CSCC(=O)Nc2ccccc2)c1O	1.8%	7.7
N#CCCN1CCN(C(=S)c2ccc(-c3cc(Cl)ccc3Cl)o2)CC1	.	32.3
COc1ccc(CCNC(=O)COc2cc(=O)n(C)c3ccccc23)cc1OC	5.0%	3.8
CCn1c(C(=O)N2CCCC(C(=O)NCCc3ccc(C)cc3)C2)cc2sccc21 (stereo not given)	-3.5%	13.7
COCCCN(C(=S)Nc1cc(Cl)cc(Cl)c1)C(C)c1ccncc1 (stereo not given)	4.5%	-0.3
COc1ccc(C(C)N2CC34C=CC(O3)C(C(=O)O)C4C2=O)cc1 (stereo not given)	.	23.8
O=C(NC1=NCCS1)c1cccc(N2C(=O)c3ccccc3C2=O)c1	-0.6%	59.1
Cc1cc(C)c(C#N)c(SCC(=O)Nc2ccc3c(c2)OCO3)n1	-1.9%	.

For reference, 2 of the compounds above.
Compound	M. tuberculosis GlmU	Mtb RmlCD inh
CC(=O)c1cnc(SCCN2C(=O)c3ccccc3C2=O)nc1C	1.4%	1.3
O=C(CN(CCc1ccccc1)C(=O)CNS(=O)(=O)c1ccc(F)cc1)NCc1ccco1	-0.1%	.

4 structures already listed, sorted by SMILES length, largest number first:
Compound	M. tuberculosis GlmU	Mtb RmlCD inh
O=C(CN(CCc1ccccc1)C(=O)CNS(=O)(=O)c1ccc(F)cc1)NCc1ccco1	-0.1%	.
COc1ccc(C(C)N2CC34C=CC(O3)C(C(=O)O)C4C2=O)cc1 (stereo not given)	.	23.8
N#CCCN1CCN(C(=S)c2ccc(-c3cc(Cl)ccc3Cl)o2)CC1	.	32.3
Cc1cc(C)c(C#N)c(SCC(=O)Nc2ccc3c(c2)OCO3)n1	-1.9%	.

(more compounds)
Compound	M. tuberculosis GlmU	Mtb RmlCD inh
NS(=O)(=O)c1cc(C(=O)OCC(=O)c2ccccc2)c(Cl)cc1Cl	0.9%	.
CCCn1c(=O)c2c(c3ccccc31)OCC(=O)N2	-2.7%	-9.8
CC(C)c1cccc(C(C)C)c1NC(=O)CCl	-2.2%	-0.6
O=C(CCc1nc2ccccc2c(=O)[nH]1)OCC(=O)c1ccc(C2CCCCC2)cc1	3.9%	-10.2
CCc1ccccc1NC(=O)Cn1nnc(-c2cccs2)n1	-0.9%	-6.8
COc1ccc(N2CCN(C(=O)CCNS(=O)(=O)c3ccc4c(c3)CCC(=O)N4)CC2)cc1	-6.3%	8.0
COCCSc1ccccc1C(=O)NCCc1ccccc1	-6.2%	-11.7
Cc1ccc2c(c1)C1CN(C)CCC1N2C(=O)c1cccnc1Cl (stereo not given)	7.2%	-2.4
CCCN1CC=C2C(C#N)=C(N)C(C#N)(C#N)C(c3cccc(OC)c3OC)C2C1 (stereo not given)	3.5%	-12.0
O=C(CSC(=S)N1CCOCC1)Nc1nc(-c2ccccc2)c(-c2ccccc2)o1	10.2%	.
O=C(Nc1ccc2c(c1)OCO2)[C@@H]1[C@@H]2C(=O)N(C3CCCCC3)C(=O)[C@@H]2C2c3ccccc3C=CN21 (stereo not given in full)	-5.3%	3.5
O=C(CCn1c(=O)sc2ccccc21)NC1=NCCS1	-4.1%	.
O=S(=O)(NCc1cccnc1)c1ccc(Cl)c(Cl)c1	-1.0%	.
CC1CC1C(=O)Nc1nc(-c2ccc(Cl)s2)cs1 (stereo not given)	0.5%	-2.4
O=C(O)CCCSc1nccn1-c1ccccc1	-6.9%	-7.0
O=C(Nc1nnc(SCc2c(Cl)cccc2Cl)s1)c1cccc([N+](=O)[O-])c1	1.5%	.
CCCCOC(=O)C1=C(C)NC2=C(C(=O)CCC2)C1c1cc(OC)ccc1OC (stereo not given)	.	11.0
C=CCNC(=O)c1onc(CSc2ccc(C)c(C)c2)c1C(=O)O	4.3%	.
CN(CC/C=C1/c2ccccc2CSc2ccccc21)CCCO	-1.7%	2.8
O=C(Cn1cnc2c(cnn2-c2ccccc2)c1=O)N1CCN(c2ccc(F)cc2)CC1	7.3%	8.2
CCN=C1NN=C(c2c[nH]c3ccccc23)CS1	-2.3%	.
Cc1cc(O)c(C(C)C)cc1N=C1CSC(=O)N1	4.6%	8.8
O=C(O)c1ccccc1C(=O)NC1CCCCNC1=O (stereo not given)	-3.8%	.
CCc1nnc(NC(=O)COC(=O)CN2C(=O)c3ccccc3C2=O)s1	-6.8%	-5.2
CCc1sc(N(C(=O)Cc2ccccc2)c2ccccc2F)nc1-c1ccc(C)cc1	-1.6%	0.5
COC(=O)NNC(=O)C12CC3CC(CC(C3)C1)C2	0.3%	-0.8
CCN(c1ccccc1)S(=O)(=O)c1cc(NC(=O)Nc2ccccc2C#N)ccc1Cl	0.9%	5.5
Cc1cccc(C)c1NC(=O)CSc1nnc([C@@H]2CCCN2C(=O)OC(C)(C)C)o1	1.9%	9.7
CC1(C)CC(=NO)CC(C)(C)N1	-2.9%	7.7
Cc1ccc(C)c(NC(=S)NNC(=O)c2csc3c2CCC(C)C3)c1 (stereo not given)	5.3%	35.9
O=C(CSc1nnc(-c2cccnc2)n1CCN1CCCCC1)Nc1cccc(Cl)c1	4.9%	6.1
CCOC(=O)C(C)Oc1cccc2c(=O)n(CC(=O)N3CCc4ccccc43)ccc12 (stereo not given)	-2.2%	15.2
COc1cccc(CN2C[C@]34C=C[C@@H](C[C@@H]3S2(=O)=O)O4)c1	7.0%	2.7
Nc1ccc(C(=O)OCc2nc3ccccc3s2)cc1	0.0%	-4.4
C=C1C(C(=O)N2CCN(C)CC2)C1C(=O)N1CCN(C)CC1 (stereo not given)	10.3%	.
O=C(NC1=NCCS1)c1sc2cc(Cl)cc(Cl)c2c1Cl	3.2%	4.0
Cc1ccc(C(=O)Nc2ccc(Cl)cn2)cc1S(=O)(=O)N1CCOCC1	-0.3%	-8.2
CC(C)CN(C(=O)COC(=O)CNC(=O)c1ccccc1F)C1CCS(=O)(=O)C1 (stereo not given)	3.2%	5.3
CCCCCNC(=O)C(=O)C1C(=O)Nc2ccccc21 (stereo not given)	-5.4%	5.5
Cc1nc(-c2coc3cc(OCC(=O)O)ccc3c2=O)cs1	-1.9%	46.6
O=C(c1ccc(-c2ccccc2)cc1)N1CCN(c2ccccn2)CC1	0.9%	-1.1
COc1ccc(NC(C)C(=O)Nc2ccc(C#N)cc2)cc1Cl (stereo not given)	0.4%	.
CC1=NOC(=O)/C1=C\c1ccc(-c2ccc(Br)cc2)o1	-0.4%	3.7
COc1ccc(NC(=O)COC(=O)CCCc2c[nH]c3ccccc23)cc1OC	3.1%	.
CCOC(=O)CNC(=O)CSc1ccc2nnc(-c3ccc(F)cc3)n2n1	-0.2%	.
COc1ccc(CN2CCCC(C(=O)c3ccccc3SC)C2)cc1O (stereo not given)	6.2%	-9.4
CCSc1nnc(NC(=O)CCc2ccccc2)s1	0.7%	3.6
COc1ccc(C)c2sc(N3CCCC3)nc12	-2.0%	7.2
O=C(Cn1nc2ccccc2n1)N/N=C/c1cc(Cl)cc([N+](=O)[O-])c1O	-0.6%	8.1
Cc1ccc(N=C2SCCCN2C(=O)c2ccco2)cc1Cl	7.4%	.
COc1cc(CCC(=O)OCC(=O)Nc2ccccc2C(C)C)cc(OC)c1OC	-8.1%	1.6
O=C(Cn1c(C(F)(F)F)nc2ccccc21)Nc1ccccc1C(=O)O	-2.0%	.
NC(=O)[C@@H]1CC2(CC(c3cccc(NC(=O)COc4ccc(Cl)cc4)c3)=NO2)CN1C(=O)c1ccccc1 (stereo not given in full)	5.3%	5.2
CN(c1ccccc1)c1nc(N)c(C#N)c(CC#N)c1C#N	-6.8%	5.8
FC(F)Oc1ccccc1C1CC(c2ccc(Br)s2)Nc2ncnn21 (stereo not given)	0.3%	9.7
CCc1ccc(CCC(=O)Nc2ncc(Cc3ccccc3Cl)s2)o1	1.0%	19.7
Cc1cc(C(=O)CN2C(=O)c3ccccc3C2=O)c(C)n1Cc1cccs1	-1.0%	.
CC(C)C(NC(=O)OCc1ccccc1)C(=O)OCC(=O)N1CCCCC1 (stereo not given)	-6.3%	.
Cc1cc(-c2n[nH]c(=S)n2/N=C/C(Cl)=C/c2ccccc2)n[nH]1	3.1%	-4.3
C[C@@H]1CN(Cc2nc(Cc3ccccc3F)no2)C[C@H](C)O1	2.6%	.

Following part
Compound	M. tuberculosis GlmU	Mtb RmlCD inh
O=C(Nc1ccc(NC(=O)c2ccco2)nc1)c1ccco1	0.6%	7.2
CC(=O)Nc1cccc(Oc2ncnc3scc(-c4ccc(C(C)C)cc4)c23)c1	-3.6%	-3.5
CCN1CCN(C(=O)CN(C)S(=O)(=O)c2cc(C)ccc2OC)CC1	-4.7%	40.6
Cc1cccc(C)c1OCCCCn1cnc2ccccc2c1=O	1.8%	-11.9
COC(=O)c1cccc(NS(C)(=O)=O)c1C	-2.0%	.
CCOC(=O)c1cc2c(n(-c3ccc(C)cc3)c1=O)CCCC2=O	1.6%	-4.0
O=C(NCc1ccncc1)Nc1cccc(Cl)c1	1.1%	0.5
COc1cc(/C=N/NC(N)=S)cc(Br)c1OCc1ccccc1F	4.7%	-4.5
O=C(Nc1ccc(Cc2ccncc2)cc1)c1ccc(Br)o1	3.8%	.
Cc1cccnc1NC(=O)Nc1ccccc1	0.6%	.
CC(C)C(NC(=O)c1cccs1)c1nnc(SCC(=O)Nc2nccs2)n1C (stereo not given)	2.6%	-1.1
O=C(c1cnn2c(C(F)(F)F)cc(-c3ccccc3)nc12)N1CCCc2ccccc21	5.7%	-11.0
CCNc1ccc(Br)cc(C(=O)/C=C/c2ccc(Cl)cc2Cl)c1=O	9.2%	.
COc1ccc(-n2c(C)c(C(=O)O)c3cc(OC)c4ccccc4c32)cc1	6.4%	2.2
COc1cc2c(C(=O)OCCN(C)C)c(CSc3ccccc3)n(C)c2cc1Br	-5.4%	6.8
Cc1nn(C)c(C)c1CNC(=O)Nc1cccc(Cl)c1C	-0.5%	-7.5
CCCCC#Cc1ccc(C(=O)NNC(=O)Nc2ccccc2)o1	-2.8%	.
CCNc1nc(NCC)nc(N/N=C/c2ccc(N(C)C)cc2)n1	-0.7%	-0.2
CCS(=O)(=O)Nc1cccc(-c2ccc3nnc(C)n3n2)c1	3.4%	-7.6
CN(Cc1nccn1C)C(=O)CC1C(=O)NCCN1Cc1ccccc1C(F)(F)F (stereo not given)	-2.3%	26.7
Cc1cc(C)cc(NC(=O)CCc2nc3ccccc3[nH]2)c1	-1.7%	.
O=C(NCc1cn2ccsc2n1)c1cccc(C(F)(F)F)c1	2.1%	-1.7
COc1cccc(CN(C)CC(=O)Nc2cccc(C(F)(F)F)c2)c1OC	-2.7%	-6.8
CCS(=O)(=O)Nc1c(C)n(C)n(-c2ccccc2)c1=O	4.3%	-6.6
CCOC(=O)CSc1nnc(CSc2nc3ccccc3c(=O)[nH]2)n1-c1ccccc1	0.5%	2.1
C=CCOc1ccc(Br)cc1CNCCO	-2.5%	10.5
CCOc1ccc(CCNC(=O)CSc2cc(=O)n(C)c3ccc(Cl)cc23)cc1OCC	-4.2%	-11.0
CCOc1ccc2[nH]c(=O)c(CN(Cc3ccco3)Cc3nnnn3Cc3ccccc3)cc2c1	-5.5%	21.6
CN1C(=O)NC2(O)C(=O)c3ccccc3C12O (stereo not given)	-5.2%	.
CCc1nnc(NC(=O)c2ccc3ccccc3n2)s1	3.5%	8.7
CCN1CCN(C(=O)C(C)N(c2ccc(C)cc2)S(C)(=O)=O)CC1 (stereo not given)	2.5%	12.9
O=c1cc(CSc2nnnn2-c2ccccc2)nc2nc[nH]n12	1.8%	-10.4
CCCn1c(SCC(=O)Nc2nc(C)cs2)nnc1-c1cccnc1	-0.6%	2.6
COc1ccc(-n2nc(C(=O)NCC(=O)NCC3CCCO3)c3ccccc3c2=O)cc1Cl (stereo not given)	2.5%	-0.3
c1ccc(C2=Nn3c(nnc3-c3ccco3)SC2)cc1	2.8%	-7.3
Cc1ccc(C(=O)OCC(=O)Nc2ccccc2N2CCOCC2)cc1	-2.6%	.
COc1cc(C(=O)Nc2ccc(OCC(=O)O)cc2)cc(OC)c1OC	2.4%	-4.4
COc1ccccc1NC1=CC(=O)CC(c2ccccc2)C1 (stereo not given)	1.1%	3.0
Nc1nc(-c2ccccc2)cn1N	-4.4%	-3.8
COc1ccc(N2C(=O)NC3CC2(C)Oc2ccccc23)cc1 (stereo not given)	-1.3%	-6.5
Cc1cc(C)c(S(=O)(=O)c2ccccc2C(=O)O)c(C)c1	-5.0%	11.8
CC(C)CNC(=O)CSc1nnc(-c2ccc(Cl)cc2)n1N	-5.8%	11.0
COC(=O)C1=C(C)Nc2c(c(=O)n(C)c(=O)n2C)C1c1cccc(O)c1 (stereo not given)	-1.0%	.
